Screening data deposited in PubChem BioAssay by NCI.
All columns: NCI-60 one-dose screen, growth in % after 48 h at 10 µM unless noted; 100 = growth as untreated, 0 = no growth, -100 = all killed.
A549/ATCC = A549/ATCC NSCLC | actives 3.7% (n = 81,000) | AID 1794740
HOP-62 = HOP-62 NSCLC. AID 1794735. actives 3.9% (n = 80,000)
HOP-92 = HOP-92 NSCLC cells; actives 6.3% (n = 71,000); AID 1794738
M14 = M14 melanoma; actives 6.2% (n = 80,000)
MALME-3M = MALME-3M melanoma; actives 5.8% (n = 78,000); AID 1794766
UACC-257 = UACC-257 melanoma | actives 4.4% (n = 78,000) | AID 1794764
EKVX = EKVX NSCLC | actives 3% (n = 71,000)
UACC-62 = UACC-62 melanoma. actives 5.4% (n = 81,000)
An asterisk follows results filed as active; . = not tested or not shown; & = joins results of further samples. Rule for the calls: active = growth percent below 10; inactive = the rest.

SMILES	A549/ATCC	HOP-62	HOP-92	M14	MALME-3M	UACC-257	EKVX	UACC-62
Cn1cc(-c2noc(-c3cn(C)c4ncccc34)n2)c2ccccc21	78	85	102	82	67	96	81	89
CC1(C)CC(C)(C#N)CC2(C1)OCCO2 (stereo not drawn)	98	102	.	105	108	103	99	98
CCCCCCC[C@@H](O)CC(=O)N[C@@H](CC(C)C)C(=O)N[C@@H](CC(C)C)C(=O)N[C@H](CCC(N)=O)C(=O)N[C@@H](CC(C)C)C(=O)N[C@H](CO)C(=O)N[C@H](C(=O)N[C@H](CC(C)C)C(=O)N[C@@H](CC(C)C)C(=O)O)C(C)C	107	95	137	84	96	94	103	106
COc1ccc(-n2ncc3c2CCc2cccnc2-3)cc1	96	105	88	103	102	96	.	105
Cc1cc(-c2cc(C)c(N)cc2S(=O)(=O)O)c(S(=O)(=O)O)cc1N	109&91	96&104	78&90	95&108	100&104	114&97	99&127	95&100
CC(CCSCCO)SCCO (stereo not drawn)	92	98	95	106	.	88	.	98
CCCC/C(=N\N=C(N)N)c1ccc(F)cc1	32	28	31	14	41	44	44	45
CS(=O)(=O)c1ccc2c(c1)c1c(n2C(=O)c2ccc(Cl)cc2)CCCC1	51	43	35	29	44	57	60	24
O=C(NS(=O)(=O)c1ccc2ccccc2c1)n1ccc2c(Cl)ccnc21	107	118	102	92	95	102	108	87
N=c1sccn1/N=C/c1cccnc1	86	95	97	103	82	107	93	101
O=C1Nc2cc(Cl)ccc2/C1=C/c1ccc(N2CCOCC2)s1	103	99	89	111	97	.	105	103
COc1cc(C(=O)/C=C/c2c(C)nn(-c3ccccc3)c2N2CCOCC2)cc(OC)c1OC	58	49	27	74	73	63	81	77
O=C(c1ccc(O)cc1)[C@@H]1[C@@H]2CCCN2[C@]2(C(=O)N(C(=O)c3ccc(F)cc3)c3ccccc32)[C@H]1c1ccc(F)cc1	79	97	48	85	85	93	78	74
C/C=C(/C)C(=O)OC1C=C(CO)C(=O)C(OC(=O)C(C)(O)C(C)Cl)C1C(C)C (stereo not drawn)	-18*	-1.3*	-50*	-56*	-77*	-20*	-15*	-77*
O=c1c2c(nc3cc(-c4ccccc4)[nH]n13)CCCC2	105	97	123	100	139	106	.	104
CCCCCC(=O)Nc1ccc(S(N)(=O)=O)cc1	99	98	86	97	98	98	107	87
Nc1ccc(N=Nc2ccccc2)c(N)c1	95&104	95&96	89	107	125&107	129&119	115	103&95
O=C1NCCCN1C1OC(CO)C(O)C1O (stereo not drawn)	103	102	100	130	109	116	108	106
CCOC(=O)c1cc(C(=O)/C=C/c2ccc3c(c2)Sc2ccccc2N3C)n2c(C)cccc12	54	.	84	80	98	90	95	67
COCCn1cc(-c2nc(-c3cccnc3)cs2)c2cc(Br)ccc21	85	.	.	83	111	.	85	67
O=C(CCCCCCCC(=O)N1CCCCCC1)N1CCCCCC1	99&92	104&104	98	97&97	92&110	99&86	95&98	100&78
COc1cc(/C=C/C(=O)O)cc(Br)c1O	89	99	116	102	125	90	111	97
CC(=O)O[C@H]1C[C@@]2(C)[C@@H](C[C@@H](O)[C@H]3[C@@]4(C)CC[C@@H](OC(C)=O)[C@@H](C)[C@@H]4CC[C@@]32C)/C1=C(\CCC=C(C)C)C(=O)O	92	97	92	102	97	102	93	82
O=C1OC2CC13Cc1ccccc1C3(C(=O)O)CC2I (stereo not drawn)	103	105	.	103	83	101	.	108
COc1c2occc2c(OC)c2c(=O)c(-c3cc(-c4ccc(F)cc4)c(C#N)c(N)n3)c(C)oc12	25	28	31	71	89	.	32	.
N#Cc1ncnc2nc[nH]c12	101	103	.	98	121	104	102	102
OC1OC(COC(c2ccccc2)(c2ccccc2)c2ccccc2)C(O)C(O)C1O (stereo not drawn)	.	107	.	105	91	.	.	85
Cc1ccc(S(=O)(=O)c2nc(S(=O)(=O)c3ccc(Cl)cc3)c(N3CCN(C)CC3)s2)cc1	79	111	.	84	109	97	72	65
COc1ccc(Nc2c(Nc3ccc(OC)cc3)c(=O)c2=O)cc1	103	104	111	99	97	100	93	97
CC(C)(C)c1cc(Cl)c(O)c(CNCCO)c1	109	101	91	104	112	110	101	107

Sorted by number of heavy atoms (smallest number first): 5 of the compounds above
SMILES	A549/ATCC	HOP-62	HOP-92	M14	MALME-3M	UACC-257	EKVX	UACC-62
Nc1ccc(N=Nc2ccccc2)c(N)c1	95&104	95&96	89	107	125&107	129&119	115	103&95
COc1ccc(Nc2c(Nc3ccc(OC)cc3)c(=O)c2=O)cc1	103	104	111	99	97	100	93	97
OC1OC(COC(c2ccccc2)(c2ccccc2)c2ccccc2)C(O)C(O)C1O (stereo not drawn)	.	107	.	105	91	.	.	85
CCOC(=O)c1cc(C(=O)/C=C/c2ccc3c(c2)Sc2ccccc2N3C)n2c(C)cccc12	54	.	84	80	98	90	95	67
COc1c2occc2c(OC)c2c(=O)c(-c3cc(-c4ccc(F)cc4)c(C#N)c(N)n3)c(C)oc12	25	28	31	71	89	.	32	.

Continued.
SMILES	A549/ATCC	HOP-62	HOP-92	M14	MALME-3M	UACC-257	EKVX	UACC-62
Cc1cc(=O)oc2cc(OC(=O)N(C(C)C)C(C)C)ccc12	98	91	108	100	103	105	85	96
COc1cc(/C=C2/Oc3cc4occc4c(OC)c3C2=O)ccc1OCC(=O)Nc1ccncc1	101	86	97	99	110	104	97	93
CCCCCC1(C(OC)OC)NC(=O)NC1=O (stereo not drawn)	62	65	105	100	102	.	95	104
CSc1nc(COC(=O)NC(C)C)c(COC(=O)NC(C)C)n1-c1ccccc1	103	106	113	105	102	102	99	99
COc1ccc(-c2nc(C#N)c(NCC(c3ccccc3OC)N(C)C)o2)cc1 (stereo not drawn)	74	82	81	95	82	94	103	75
O=C(CN1C(=O)S/C(=C\c2ccccc2)C1=O)Nc1ncc(Cc2ccccc2Cl)s1	99	103	108	102	104	97	108	86
Cc1[nH]c(-c2nc3ccccc3[nH]2)c(C)c1C(=O)NC(C)C1CCCCC1 (stereo not drawn)	91	95	79	83	82	87	93	78
COc1cccc(C2S/C(=C\C3C=Nc4ccccc43)C(=O)N2n2cnnc2)c1 (stereo not drawn)	101	63	88	87	84	100	93	92
O=C(COc1ccc(NC(=O)Nc2ccc(Cl)c(Cl)c2)cc1)N=Nc1c(O)[nH]c2ccc(Cl)cc12	-39*	-61*	-30*	-71*	-77*	-72*	7.7*	-33*
O=C(Nc1cccc(F)c1)Nc1cccc(Cl)c1	75	100	77	100	85	88	.	77
NNCCc1ccc(NC(=O)CCCc2ccc(C(=O)Nc3ccccc3N)cc2)cc1	85	70	31	72	57	41	82	49
C=C(C)[C@@H]1CC[C@]2(C(=O)O)CC[C@]3(C)[C@H](CC[C@@H]4[C@@]5(C)CCC(=O)NC(C)(C)[C@@H]5CC[C@]43C)[C@@H]12	96	99	89	101	100	91	96	81
O=C(O)C(O)c1cccc([N+](=O)[O-])c1 (stereo not drawn)	91	109	90	108	165	89	107	107
CC(C(N)=O)N1CCN(c2ccc(Cl)cc2)CC1 (stereo not drawn)	104	102	99	94	100	109	102	112
Cc1ccc(C(=O)CSc2nc(-c3ccc(Br)cc3)c(C#N)c(=O)[nH]2)cc1	101	89	92	93	93	99	106	97
Cc1ccc2c(c1)=C/C(=C\c1cc(-c3ccccc3)[nH]c1O)C(=O)N=2	46	52	58	18	54	65	52	30
CC(C)(C)c1cc(CNC2CCCCC2)c(O)c(CNC2CCCCC2)c1	99	93	.	86	109	78	96	99
O=c1ccn(C2OC(CO)C(O)C2F)c(=O)[nH]1 (stereo not drawn)	109	103	.	108	116	114	102	92
COc1ccc(-c2nc(SCCC(C)C)nc(N3CCOCC3)c2C#N)cc1	83	85	81	97	127	93	87	69
OCc1nc2ccccc2s1	100	89	98	101	94	96	.	93
Nc1c(C(=O)N/N=C\c2ccc(OC(F)F)c(Oc3ccccc3)c2)cnn1CC(O)c1ccccc1 (stereo not drawn)	62	77	70	78	83	84	69	66
COc1cc(/C=C/C(=O)c2cccs2)ccc1OCc1ccc(Cl)nc1	99	102	85	82	82	91	95	71
NC(N)=N/N=C/c1ccc(Br)cc1	35	10	49	15	45	59	62	36
CC1=C(C(=O)c2ccccc2)C(c2ccc3c(c2)OCO3)NC(=S)N1 (stereo not drawn)	40	52	92	35	54	57	73	52
COC(=O)c1cc(C(C)=O)ccc1O	104	99	96	99	109	101	110	105
c1c2c(cc3c1CCCC3)CCCC2	97	120	88	107	97	95	.	104
CC1CN(Cc2ccccc2)C(=S)NC1=O (stereo not drawn)	101	99	93	107	.	103	105	100
N#Cc1ncc(-c2cccc(F)c2F)c(NC2CCCCCC2)n1	89	70	57	103	114	89	.	60
Cc1cc(N2CCCCC2)nc(N(CCNc2ccnc3cc(Cl)ccc23)Cc2ccco2)n1	37	24	52	9.4*	40	88	65	.
N=C(N)SCCCCCSC(=N)N	88	91	97	99	96	94	.	101

Record cards (already shown). Order of screens: A549/ATCC | HOP-62 | HOP-92 | M14 | MALME-3M | UACC-257 | EKVX | UACC-62
Shown for COC(=O)c1cc(C(C)=O)ccc1O : 104 | 99 | 96 | 99 | 109 | 101 | 110 | 105
Shown for Cc1ccc2c(c1)=C/C(=C\c1cc(-c3ccccc3)[nH]c1O)C(=O)N=2 : 46 | 52 | 58 | 18 | 54 | 65 | 52 | 30

Quoted at random: six entries already listed.
SMILES	A549/ATCC	HOP-62	HOP-92	M14	MALME-3M	UACC-257	EKVX	UACC-62
COc1cc(/C=C2/Oc3cc4occc4c(OC)c3C2=O)ccc1OCC(=O)Nc1ccncc1	101	86	97	99	110	104	97	93
NNCCc1ccc(NC(=O)CCCc2ccc(C(=O)Nc3ccccc3N)cc2)cc1	85	70	31	72	57	41	82	49
O=C(CN1C(=O)S/C(=C\c2ccccc2)C1=O)Nc1ncc(Cc2ccccc2Cl)s1	99	103	108	102	104	97	108	86
CCOC(=O)c1cc(C(=O)/C=C/c2ccc3c(c2)Sc2ccccc2N3C)n2c(C)cccc12	54	.	84	80	98	90	95	67
Nc1ccc(N=Nc2ccccc2)c(N)c1	95&104	95&96	89	107	125&107	129&119	115	103&95
OCc1nc2ccccc2s1	100	89	98	101	94	96	.	93

Among those listed so far, 2 contain a tert-butyl group.
SMILES	A549/ATCC	HOP-62	HOP-92	M14	MALME-3M	UACC-257	EKVX	UACC-62
CC(C)(C)c1cc(Cl)c(O)c(CNCCO)c1	109	101	91	104	112	110	101	107
CC(C)(C)c1cc(CNC2CCCCC2)c(O)c(CNC2CCCCC2)c1	99	93	.	86	109	78	96	99
